bovine MsrA act: bovine methionine sulfoxide reductase A activation | purified bovine MsrA, absorbance read-out | activation, % at 10.6 µM | 360,000 tested, 0.3% active | AID 602163; in the data active = activation above about 7.5%;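 also: 0% = vehicle and 100% = reference activator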
E coli Lon inh: inhibits E. coli Lon protease | inhibition, % at 7.94 µM | P0A9M0 | purified E. coli Lon protease, fluorescence polarization | 360,000 tested, 0.42% active; in the data active = inhibition above about 13%, passing the limit was not always enough;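 also: 0% = enzyme with probe and DMSO and 100% = no enzyme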
Target sequence (P0A9M0 whole entry, looked up): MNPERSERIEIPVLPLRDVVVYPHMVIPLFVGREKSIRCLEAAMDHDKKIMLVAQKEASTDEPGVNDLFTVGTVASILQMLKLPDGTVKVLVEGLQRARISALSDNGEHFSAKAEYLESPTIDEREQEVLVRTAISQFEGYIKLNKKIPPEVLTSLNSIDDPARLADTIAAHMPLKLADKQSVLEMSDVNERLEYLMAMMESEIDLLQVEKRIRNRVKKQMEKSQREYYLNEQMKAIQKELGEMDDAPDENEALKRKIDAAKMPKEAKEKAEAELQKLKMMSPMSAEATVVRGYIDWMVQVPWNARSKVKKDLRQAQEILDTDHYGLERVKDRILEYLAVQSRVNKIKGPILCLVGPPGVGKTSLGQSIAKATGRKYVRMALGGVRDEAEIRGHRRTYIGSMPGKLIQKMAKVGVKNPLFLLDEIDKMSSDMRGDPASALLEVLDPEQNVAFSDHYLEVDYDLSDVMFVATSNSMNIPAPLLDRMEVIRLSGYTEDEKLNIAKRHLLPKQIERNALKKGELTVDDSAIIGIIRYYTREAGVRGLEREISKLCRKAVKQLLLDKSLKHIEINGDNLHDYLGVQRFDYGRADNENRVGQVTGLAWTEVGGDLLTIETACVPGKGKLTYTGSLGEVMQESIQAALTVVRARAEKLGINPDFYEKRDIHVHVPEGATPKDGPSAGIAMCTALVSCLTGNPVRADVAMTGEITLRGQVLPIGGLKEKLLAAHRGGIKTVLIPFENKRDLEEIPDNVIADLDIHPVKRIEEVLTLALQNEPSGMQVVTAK
Scp-1 inhibitor: inhibitors of human Scp-1 phosphatase | Recombinant Scp1, phosphopeptide, malachite green phosphate absorbance | inhibition, % at 20 µM | 340,000 tested, 0.88% active | AID 493091;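 active = inhibition above about 50% at 20 µM, limit read from the data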;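 also: plate controls were DMSO wells with enzyme for no effect and wells lacking enzyme for full effect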
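System: truncated SCP-1 phosphatase (76-261aa); medium: Tris acetate buffer pH 5.5 with MgCl2 and Tween-20; incubation: 45 min room-temperature reaction, 5 min colour, 30 min stabiliser; compound: single 20 µM dose, 1% DMSO; reagent: Phosphorylated 17-residue peptide substrate; read-out: % inhibition at 20 µM; technique: colorimetric free-phosphate detection, absorbance 630 nm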
NRP1-CendR mod: NRP-1/CendR interaction modulation; O14786; FAM-RPARPAR peptide binding to NRP-1, fluorescence polarization; inhibition, % at 25 µM; 360,000 tested, 0.85% active; AID 602438;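 active = inhibition or corrected inhibition above about 18%, plus a signal ratio from 0.5 to 1.5, limit read from the data, passing the limit was not always enough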; also: strong numbers were not always called active
TbMetRS inhib: blocks T. brucei methionyl-tRNA synthetase activity; inhibition, % at 11.9 µM; 360,000 tested, 0.4% active; purified T. brucei MetRS, ATP depletion, Kinase-Glo luminescence;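 active = inhibition above a per-plate cutoff of the control wells' mean inhibition plus 3 SD, cut at about 5.5% in these data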;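 also: 0% = DMSO wells median and 100% = median of wells with control inhibitor compound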
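Dosing: 11.9 µM compound single dose, 0.9% DMSO; Assay system: purified T. brucei MetRS enzyme; Measured by: Kinase-Glo luciferase luminescence reporting remaining unconsumed ATP; Schedule: 15 min plus 2 h at 25 °C.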
SUMO1 PPI mod: SUMO1-SIM interaction modulation; 360,000 tested, 0.33% active; AID 602429; inhibition, % at 20 µM; SUMO1 binding to a labelled peptide, TR-FRET, 1 h; in the data active = inhibition above about 37%
Target sequence (P63165 whole entry, looked up): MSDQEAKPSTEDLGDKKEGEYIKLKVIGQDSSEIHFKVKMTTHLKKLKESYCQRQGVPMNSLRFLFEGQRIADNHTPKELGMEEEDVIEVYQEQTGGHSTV
MsrA inh: bovine MsrA inhibition; purified bovine MsrA, absorbance read-out; 360,000 tested, 0.75% active; inhibition, % at 15.5 µM; AID 651718; in the data active = inhibition above about 4.5%;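 also: 0% = vehicle wells with enzyme and 100% = reference inhibitor wells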
DNMT1 block: inhibitors of human DNMT1; P26358; DNMT1 molecular beacon, Hinp1I cleavage, fluorescence; inhibition (reported as % activation of signal), % at 10 µM; 360,000 tested, 0.83% active; AID 588458; in the data active = inhibition above about 50%
LMPTP block: LMPTP (human) inhibition. recombinant LMPTP-A, OMFP fluorogenic substrate, fluorescence intensity. P24666. 360,000 tested, 0.22% active. inhibition, % at 20 µM;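 active = compounds that cut the enzyme signal by at least half of the control window in the single-dose screen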;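 also: plate controls were DMSO wells with enzyme plus substrate for no effect and substrate without enzyme for full effect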
Target sequence (P24666 whole entry, looked up): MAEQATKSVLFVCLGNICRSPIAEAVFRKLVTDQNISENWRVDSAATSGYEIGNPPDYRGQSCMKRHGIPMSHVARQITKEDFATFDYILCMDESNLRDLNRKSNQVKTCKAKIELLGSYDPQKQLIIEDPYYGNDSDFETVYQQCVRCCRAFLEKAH
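Test system: LMPTP-A phosphatase enzyme; input: 0.625 nM LMPTP-A final; reagent: OMFP substrate, 400 µM final; compound dosing: 20 µM single dose, 3% DMSO; incubation: 50 min dark incubation at room temperature; measured by: endpoint fluorescence intensity from OMFP dephosphorylation; measure: % inhibition relative to no-enzyme and uninhibited control wells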
STEP block: STEP (human) phosphatase inhibition. 360,000 tested, 0.25% active. recombinant STEP, OMFP fluorogenic substrate, fluorescence. inhibition, % at 20 µM. AID 588621;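 active = inhibition at 20 µM, scaled per plate between control wells, above about 37%, limit read from the data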;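 also: 0% = DMSO with enzyme and substrate and 100% = substrate only without enzyme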
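System: isolated STEP enzyme; schedule: 20 min enzyme reaction at room temperature, protected from light; medium: Bis-Tris buffer pH 6.0, 2.5 mM DTT, 0.005% Tween 20; signal: fluorescence, 480/540 nm; dosing: single compound dose of 20 µM, 1% DMSO final; also added: OMFP substrate, 25 µM final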
* marks the source's active call; other numbers are inactive results; . = no result given.

[1] Cc1cccc(C(=O)Oc2ccc3ccc(O)cc3c2)c1
[2] CCc1ncc(C)nc1CC
[3] CCN(CC)/C(Sc1ccccc1)=C(\C(Cl)=C(Cl)Cl)[N+](=O)[O-]
[4] CCCCCCCCNC(=O)c1cnccn1
[5] CCOC(=O)c1nn(-c2ccc(C)cc2)c(=O)cc1OCC(=O)Nc1cc(C)ccc1OC
[6] CCOc1ccc(S(=O)(=O)N2CCCCC2)cc1NC(=O)Cc1cccs1
[7] O=C1CC(c2ccccc2)CC(O)=C1C=NCc1ccncc1 (centres undefined)
[8] Cc1noc(C)c1C(=O)Nc1cccnc1
[9] O=C1C2CCCN2C(c2ccccc2F)N1c1ccc(Cl)cc1 (centres undefined)
[10] O=C(CCn1cccn1)N1CCCC(N2CCN(c3cccc(Cl)c3)CC2)C1 (centres undefined)
screen / no.,1,2,3,4,5,6,7,8,9,10
bovine MsrA act,-3,-2,-12,-4,-4,-1,0,-2,-6,-2
E coli Lon inh,-4,-3,2,1,8,-7,-7,-1,-4,-8
Scp-1 inhibitor,9,-4,4,-10,2,-1,-3,-4,-2,-10
NRP1-CendR mod,-8,5,4,-11,4,-18,-10,6,2,3
TbMetRS inhib,-0.8,0.1,-0.8,0.7,-0.3,-0.3,-0.2,0.0,-0.5,-0.4
SUMO1 PPI mod,1,2,-6,0,2,2,2,1,-1,1
MsrA inh,-0.7,-0.4,3.3,0.1,-1.3,-0.7,-0.7,-0.1,-0.9,-0.1
DNMT1 block,-18,5,2,-3,9,-3,-1,1,0,0
LMPTP block,2.0,-1.3,-0.7,-1.3,-1.0,1.9,-0.9,-1.4,1.1,-0.3
STEP block,-2,-3,-2,1,-1,-2,0,0,-3,1

Values by screen from the entries so far.
Compounds 1–10 in DNMT1 block: -18, 5, 2, -3, 9, -3, -1, 1, 0, 0
Compounds 1–10 in SUMO1 PPI mod: 1, 2, -6, 0, 2, 2, 2, 1, -1, 1
Compounds 1–10 in TbMetRS inhib: -0.8, 0.1, -0.8, 0.7, -0.3, -0.3, -0.2, 0.0, -0.5, -0.4

Further compounds.
[11] COc1ccccc1C(=O)COC(=O)Cn1[nH]c(=O)c2ccccc2c1=O
[12] NC(COCc1ccccc1)c1csc(Nc2ccc(S(N)(=O)=O)cc2)n1 (centres undefined)
[13] O=C(NCCO)/C(=C\c1cccc([N+](=O)[O-])c1)NC(=O)c1ccco1
[14] COc1ccc(S(=O)(=O)N2CCCC(C(=O)O)C2)cc1 (centres undefined)
[15] C/C(CC(C)C)=N\NS(=O)(=O)c1ccc(C)c([N+](=O)[O-])c1
[16] COc1ccc(CN2C(=O)C3C4C=CC(C4)C3C2=O)cc1 (centres undefined)
[17] Cc1ccc(S(=O)(=O)NCCC(=O)Nc2ccncc2)cc1C
[18] C#Cc1ccc(NC(=O)C2(C)CCN2C(=O)Cc2ccc(C(C)(C)C)cc2)cc1 (centres undefined)
[19] CCOCCCNCc1cn(-c2ccc(F)cc2F)nc1-c1ccccc1C
[20] O=c1[nH]c(-c2ccccc2)cs1
screen / no.,11,12,13,14,15,16,17,18,19,20
bovine MsrA act,-3,-3,-2,-1,-3,2,-2,0,-3,-2
E coli Lon inh,0,5,7,-1,0,-2,6,7,1,5
Scp-1 inhibitor,-1,.,1,4,1,-4,-3,.,-4,-8
NRP1-CendR mod,13,0,3,6,5,4,-4,9,8,2
TbMetRS inhib,-0.3,0.2,-0.2,0.6,0.2,-1.2,-0.2,-0.1,0.2,-0.1
SUMO1 PPI mod,-9,4,-13,1,-6,-3,5,0,-1,-2
MsrA inh,-2.0,-0.4,0.9,-0.1,-0.1,-0.4,-0.5,-0.7,0.4,0.8
DNMT1 block,-1,-17,0,-2,86*,0,3,-5,2,0
LMPTP block,-0.3,-0.9,-0.6,-3.3,-1.0,-0.2,0.0,5.4,-1.5,-0.8
STEP block,-1,0,0,-1,90*,-1,-3,3,2,-2

Not a retest: entries from further up.
[13] O=C(NCCO)/C(=C\c1cccc([N+](=O)[O-])c1)NC(=O)c1ccco1
[14] COc1ccc(S(=O)(=O)N2CCCC(C(=O)O)C2)cc1 (centres undefined)
[15] C/C(CC(C)C)=N\NS(=O)(=O)c1ccc(C)c([N+](=O)[O-])c1
[16] COc1ccc(CN2C(=O)C3C4C=CC(C4)C3C2=O)cc1 (centres undefined)
[17] Cc1ccc(S(=O)(=O)NCCC(=O)Nc2ccncc2)cc1C
[18] C#Cc1ccc(NC(=O)C2(C)CCN2C(=O)Cc2ccc(C(C)(C)C)cc2)cc1 (centres undefined)
[19] CCOCCCNCc1cn(-c2ccc(F)cc2F)nc1-c1ccccc1C
screen / no.,13,14,15,16,17,18,19
bovine MsrA act,-2,-1,-3,2,-2,0,-3
E coli Lon inh,7,-1,0,-2,6,7,1
Scp-1 inhibitor,1,4,1,-4,-3,.,-4
NRP1-CendR mod,3,6,5,4,-4,9,8
TbMetRS inhib,-0.2,0.6,0.2,-1.2,-0.2,-0.1,0.2
SUMO1 PPI mod,-13,1,-6,-3,5,0,-1
MsrA inh,0.9,-0.1,-0.1,-0.4,-0.5,-0.7,0.4
DNMT1 block,0,-2,86*,0,3,-5,2
LMPTP block,-0.6,-3.3,-1.0,-0.2,0.0,5.4,-1.5
STEP block,0,-1,90*,-1,-3,3,2

(list continues)
[21] Cc1nnc(SCc2cc(=O)oc3ccc4ccccc4c23)n1Cc1ccccc1
[22] Cc1ccc(-c2cc(C(=O)N3CCCC(C(F)(F)F)C3)c3ccccc3n2)o1 (centres undefined)
[23] CCOc1ccccc1N(CC(=O)N1CCC(C(N)=O)CC1)S(=O)(=O)c1ccc(SC)cc1
[24] Cc1nc(SCc2c(F)cccc2Cl)c2c(=O)n(C)c(=O)n(C)c2n1
[25] CN1CCN(CC(=O)Nc2c(C(=O)C3CC3)oc3ccccc23)CC1
[26] COc1ccc(C(=O)COC(=O)c2ccc(NC(=O)c3ccccc3)cc2)cc1
[27] CCN(CC)CCCNC(=O)c1oc2ccc(S(=O)(=O)N3CC(C)CC(C)C3)cc2c1C (centres undefined)
[28] COC(=O)c1ccc(CSc2nc3scc(-c4cccs4)c3c(=O)[nH]2)o1
[29] O=C1CC(N2CCC(c3nc4ccccc4o3)CC2)C(=O)N1c1cc(Cl)cc(Cl)c1 (centres undefined)
[30] COc1ccc(S(=O)(=O)N(CC(=O)O)c2ccc(C)cc2)cc1
screen / no.,21,22,23,24,25,26,27,28,29,30
bovine MsrA act,-3,2,-3,-4,-5,-2,0,-2,-3,-7
E coli Lon inh,2,1,-5,-11,2,-2,2,9,-2,-11
Scp-1 inhibitor,4,-2,2,-7,-11,-3,-3,-5,-2,26
NRP1-CendR mod,-5,19,6,8,5,-4,9,-32,-14,14
TbMetRS inhib,0.4,-0.5,0.1,-0.8,-0.5,-0.8,0.0,0.3,6.0*,-0.9
SUMO1 PPI mod,-13,-17,1,2,-8,-1,-21,14,4,-2
MsrA inh,3.0,0.5,-0.5,-0.4,1.0,-1.0,-1.2,-0.1,-0.7,1.5
DNMT1 block,-2,2,-1,16,-3,13,-1,80*,-14,7
LMPTP block,0.8,-6.8,-0.9,0.9,-0.7,0.4,-8.6,2.4,1.4,-2.6
STEP block,1,-2,-3,2,-2,0,4,4,-4,-1

[31] COc1ccc(NC(=O)C(=O)c2cn(CC(=O)N3CCCC3)c3ccccc23)cc1OC
[32] O=C(COC(=O)c1ccc(-c2cnc3ccccc3n2)cc1)c1ccccc1
[33] O=c1c2c(nc3c(-c4ccc(Cl)cc4)c[nH]n13)CCC2
[34] Nc1cnnc(N/N=C\c2ccccc2)c1Cl
[35] Clc1ccccc1-c1nnc2n1CCCCC2
[36] COc1ccc(CC(=O)N/N=C(/C)c2ccco2)cc1
[37] Cc1ccc(C(=O)Nc2nnn(C)n2)cc1
[38] O=C(/C(=C/O)N=Nc1cccc(C(F)(F)F)c1)c1ccccc1
[39] COc1ccccc1NS(=O)(=O)c1ccc(C(N)=O)cc1
[40] Cc1ccc(S(=O)(=O)/N=C2\C=C(Nc3ccc(O)cc3)C(=O)c3ccccc32)cc1
screen / no.,31,32,33,34,35,36,37,38,39,40
bovine MsrA act,-9,-1,-4,-2,-6,-2,4,-11,-10,2
E coli Lon inh,-6,3,0,-8,8,5,-8,-3,-3,7
Scp-1 inhibitor,4,-10,13,-17,-5,-13,-2,-3,3,-10
NRP1-CendR mod,-3,-10,-1,-2,4,4,11,1,14,10
TbMetRS inhib,-0.8,-0.5,0.1,-0.5,-0.5,-0.3,-0.9,-0.7,-1.3,0.1
SUMO1 PPI mod,-12,41*,13,-11,2,-5,-2,2,-2,12
MsrA inh,2.4,-1.1,0.3,0.2,-1.3,-1.0,0.0,0.0,0.8,.
DNMT1 block,-4,9,3,2,6,0,6,1,4,53*
LMPTP block,-1.0,-1.5,4.5,2.4,1.4,1.0,-2.0,1.5,0.5,9.2
STEP block,-1,-2,6,-1,0,0,1,0,0,4

Just bovine MsrA act, for some of the entries so far:
entry	SMILES	bovine MsrA act
22	Cc1ccc(-c2cc(C(=O)N3CCCC(C(F)(F)F)C3)c3ccccc3n2)o1 (centres undefined)	2
23	CCOc1ccccc1N(CC(=O)N1CCC(C(N)=O)CC1)S(=O)(=O)c1ccc(SC)cc1	-3

Later entries:
[41] COc1ccc(C2Nc3ccccc3C(=O)N2Cc2ccccc2)cc1OC (centres undefined)
[42] CCC1SC2=NC(C)=C(C(=O)OCCOC)C(c3ccc(C(=O)OC)cc3)N2C1=O (centres undefined)
[43] NC(=O)CC(NC(=O)c1ccccc1)c1ccc(N2CCN(c3ccccn3)CC2)c([N+](=O)[O-])c1 (centres undefined)
[44] O=C(c1ccc2[nH]c(=O)c(=O)[nH]c2c1)N1CCc2ccccc2C1
[45] COc1ccc(OC)c(/C=C(\C)C(=O)c2c(C)cc(C)[nH]c2=O)c1
screen / no.,41,42,43,44,45
bovine MsrA act,-4,-2,-1,-5,-4
E coli Lon inh,3,0,-3,-10,2
Scp-1 inhibitor,-11,-6,13,-7,0
NRP1-CendR mod,-5,-6,11,-1,10
TbMetRS inhib,0.5,0.3,-0.5,0.1,0.1
SUMO1 PPI mod,4,-2,-27,15,2
MsrA inh,0.7,4.9*,0.9,1.3,0.5
DNMT1 block,-1,-12,0,0,2
LMPTP block,-0.1,1.8,-1.4,1.3,-0.5
STEP block,4,1,2,-1,2

High-throughput results from PubChem.
